From PubChem
NFkB binder: binders of human NF-kappa-B p105 | P19838 | Small molecule microarray, anti-His fluorescence binding | calls only | 17,000 tested, 1.3% active | AID 624139;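 active = spot fluorescence over background significantly raised, with a chance value under 7% in all four replicate spots of the compound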;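 note: probe protein is his-tagged human p50 processed subunit at 1 µg/ml; raw spot fluorescence signals with no normalization applied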
Target sequence (P19838 1-433 limits assumed): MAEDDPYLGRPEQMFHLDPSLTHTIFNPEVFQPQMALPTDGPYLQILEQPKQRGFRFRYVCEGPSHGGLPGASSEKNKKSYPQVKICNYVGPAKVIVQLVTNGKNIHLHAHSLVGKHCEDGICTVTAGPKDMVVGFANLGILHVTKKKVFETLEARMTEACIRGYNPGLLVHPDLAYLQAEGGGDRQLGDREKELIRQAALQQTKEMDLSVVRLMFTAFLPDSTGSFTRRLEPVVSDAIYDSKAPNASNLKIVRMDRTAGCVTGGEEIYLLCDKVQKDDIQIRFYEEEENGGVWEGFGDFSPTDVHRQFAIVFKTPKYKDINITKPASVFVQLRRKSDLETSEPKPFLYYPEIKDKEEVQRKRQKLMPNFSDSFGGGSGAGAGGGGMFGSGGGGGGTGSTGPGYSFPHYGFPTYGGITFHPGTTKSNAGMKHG
Calls only; i = inactive; + = active, no number.

SMILES	NFkB binder
O=[N+]([O-])c1ccc(-c2nc(-c3ccc(F)cc3)c(-c3ccncc3)[nH]2)cc1	i
C[C@@H]1CCCCO[C@@H](CN(C)C(=O)c2ccncc2)[C@H](C)CN([C@@H](C)CO)C(=O)c2cc(NS(=O)(=O)c3ccccc3)ccc2O1	i
CCn1c(SCC(=O)Nc2sc3c(c2C#N)CCCC3)nnc1-c1ccccc1O	i
COc1cccc(NC(=O)COc2ccccc2C(=O)O)c1	i
C[C@@H]1CN([C@@H](C)CO)C(=O)c2cc(NC(=O)Cc3ccccc3)ccc2O[C@@H](C)CCCCO[C@H]1CN(C)S(=O)(=O)c1ccc(Cl)cc1	i
Cc1noc(C)c1S(=O)(=O)N(C)C[C@H]1Oc2ccc(NC(=O)Nc3ccccc3)cc2CC(=O)N([C@@H](C)CO)C[C@@H]1C	i
COc1ccc(C#Cc2ccc3c(c2)[C@]2(C(=O)N3)[C@H](c3ccc(O)cc3)N3[C@H](c4ccccc4)[C@H](c4ccccc4)OC(=O)[C@H]3[C@@H]2C(=O)N2CCCCCCC2)cc1	i
O=C1Nc2ccccc2/C1=C\c1c(Cl)[nH]c2ccccc12	i
O=C1CSC(c2cccc([N+](=O)[O-])c2)N1c1ccccc1 (configuration not stated)	i
Cc1ccc(CN(C)C[C@H]2OCc3cnnn3CCCC(=O)N([C@@H](C)CO)C[C@@H]2C)cc1	i
COc1ccc(C(=O)Nc2sc3c(c2C(N)=O)CCCC3)cc1OC	i
C[C@@H]1CN([C@@H](C)CO)C(=O)c2cc(NC(=O)CCC(F)(F)F)ccc2O[C@@H](C)CCCCO[C@H]1CN(C)C(=O)Nc1ccccc1	i
COC(=O)c1ccccc1NC(=O)CSc1nc(-c2ccc(F)cc2)cs1	i
COCc1ccccc1Cn1cnc2ccccc21	i
Cc1cc(NS(=O)(=O)c2cccc([N+](=O)[O-])c2)no1	i
C[C@@H]1CCCCO[C@H](CN(C)C(=O)CCCN(C)C)[C@@H](C)CN([C@H](C)CO)C(=O)c2cc(NC(=O)Cc3ccccc3)ccc2O1	i
C[C@@H]1CN([C@@H](C)CO)C(=O)c2cccc(NS(C)(=O)=O)c2O[C@@H]1CN(C)C(=O)Nc1ccccc1	i
COc1ccc(CN(C)C[C@@H]2Oc3c(NC(=O)Nc4c(C)noc4C)cccc3C(=O)N([C@@H](C)CO)C[C@H]2C)cc1	i
Cc1nn(C(C)(C)C)c(OC(=O)c2ccc(Cl)cc2)c1S(=O)(=O)c1ccccc1	i
C[C@H]1CN([C@@H](C)CO)C(=O)c2cc(NS(=O)(=O)c3ccc(F)cc3)ccc2O[C@@H]1CN(C)C(=O)Nc1ccc(F)cc1	i
COC(=O)C1=COC(O[C@@H]2O[C@H](CO)[C@@H](O)[C@H](O)[C@H]2O)[C@@H]2[C@@](C)(O)[C@@H](OC(=O)/C=C/c3ccc(OC)cc3)C[C@]12O (some centres not stated)	i
COc1ccccc1NC(=O)COc1ccc(-c2nn(C)c(=O)c3ccccc23)cc1	i
COc1ccc(CN(C)C[C@@H]2Oc3ccc(NC(=O)Cc4ccccc4)cc3C(=O)N([C@H](C)CO)C[C@@H]2C)cc1	i
CC(=O)Nc1ccc(S(=O)(=O)Nc2ccc(NC(=O)c3ccco3)cc2)cc1	i
C[C@H]1CN([C@@H](C)CO)C(=O)c2cccc(NC(=O)C3CCCCC3)c2O[C@H]1CN(C)CC1CC1	i
COC(=O)c1cc(Cc2ccccc2)sc1NC(=O)c1cc(-c2cccnc2)nc2ccccc12	i
COc1ccc(S(=O)(=O)N(C)C[C@H]2Oc3c(NS(=O)(=O)c4ccccc4)cccc3C(=O)N([C@@H](C)CO)C[C@H]2C)cc1	i
COc1ccccc1CCNC(=O)Nc1cccc([N+](=O)[O-])c1	i
C[C@H](CO)N1C[C@H](C)[C@H](CN(C)Cc2ccc(C(F)(F)F)cc2)Oc2c(NC(=O)C3CCOCC3)cccc2C1=O	i
CC(=O)n1cc([C@H]2C=C(C(=O)Nc3ccccc3)O[C@@H](OCCCCO)C2)c2ccccc21	i
COc1ccccc1C1C(C(=O)Nc2ccc(C)cc2C)=C(C)Nc2nnnn21 (configuration not stated)	i
C[C@@H]1CN([C@@H](C)CO)C(=O)Cc2cc(NC(=O)NC3CCCCC3)ccc2O[C@H]1CN(C)S(=O)(=O)c1cn(C)cn1	i
C[C@H]1CN([C@@H](C)CO)C(=O)c2cc(NC(=O)Cc3cn(C)c4ccccc34)ccc2O[C@@H]1CN(C)C(=O)NC1CCCCC1	i
C[C@@H]1CN([C@H](C)CO)C(=O)c2cccc(NC(=O)NC3CCCCC3)c2O[C@@H]1CN(C)C(=O)Nc1cccc2ccccc12	i
COc1ccc(CN(C)C[C@H]2Oc3ccc(NS(=O)(=O)c4ccc(F)cc4)cc3C(=O)N([C@@H](C)CO)C[C@@H]2C)cc1	i
CC(C)NC(=O)Nc1ccc2c(c1)C(=O)N([C@@H](C)CO)C[C@@H](C)[C@@H](CN(C)C(=O)Cc1ccccc1)OCCCC[C@@H](C)O2	i
CCN(CC)CCNc1ncnc2sc3c(c12)CC(C)(C)OC3	i
Cc1noc(C)c1NC(=O)N(C)C[C@H]1Oc2c(NC(=O)c3ccncc3)cccc2C(=O)N([C@@H](C)CO)C[C@@H]1C	i
C[C@@H]1CN([C@H](C)CO)C(=O)c2cc(N(C)C)ccc2O[C@@H]1CN(C)S(=O)(=O)c1cccs1	i
CNC[C@H]1Oc2ccc(NC(=O)NC3CCCCC3)cc2C(=O)N([C@@H](C)CO)C[C@H]1C	i

A second format for part of the listing above:
structure | NFkB binder
COc1ccc(S(=O)(=O)N(C)C[C@H]2Oc3c(NS(=O)(=O)c4ccccc4)cccc3C(=O)N([C@@H](C)CO)C[C@H]2C)cc1 | i
COc1ccccc1CCNC(=O)Nc1cccc([N+](=O)[O-])c1 | i
C[C@H](CO)N1C[C@H](C)[C@H](CN(C)Cc2ccc(C(F)(F)F)cc2)Oc2c(NC(=O)C3CCOCC3)cccc2C1=O | i
CC(=O)n1cc([C@H]2C=C(C(=O)Nc3ccccc3)O[C@@H](OCCCCO)C2)c2ccccc21 | i
COc1ccccc1C1C(C(=O)Nc2ccc(C)cc2C)=C(C)Nc2nnnn21 (configuration not stated) | i
C[C@@H]1CN([C@@H](C)CO)C(=O)Cc2cc(NC(=O)NC3CCCCC3)ccc2O[C@H]1CN(C)S(=O)(=O)c1cn(C)cn1 | i
C[C@H]1CN([C@@H](C)CO)C(=O)c2cc(NC(=O)Cc3cn(C)c4ccccc34)ccc2O[C@@H]1CN(C)C(=O)NC1CCCCC1 | i
C[C@@H]1CN([C@H](C)CO)C(=O)c2cccc(NC(=O)NC3CCCCC3)c2O[C@@H]1CN(C)C(=O)Nc1cccc2ccccc12 | i
COc1ccc(CN(C)C[C@H]2Oc3ccc(NS(=O)(=O)c4ccc(F)cc4)cc3C(=O)N([C@@H](C)CO)C[C@@H]2C)cc1 | i
CC(C)NC(=O)Nc1ccc2c(c1)C(=O)N([C@@H](C)CO)C[C@@H](C)[C@@H](CN(C)C(=O)Cc1ccccc1)OCCCC[C@@H](C)O2 | i
CCN(CC)CCNc1ncnc2sc3c(c12)CC(C)(C)OC3 | i

Later entries
SMILES	NFkB binder
C[C@@H]1CN([C@@H](C)CO)C(=O)c2cc(NC(=O)Nc3ccc4c(c3)OCO4)ccc2O[C@@H](C)CCCCO[C@H]1CN(C)Cc1ccccc1	i
C[C@@H]1CN([C@H](C)CO)C(=O)Cc2cc(N(C)C)ccc2O[C@@H]1CN(C)Cc1ccc(C(=O)O)cc1	i
COc1ccc(S(=O)(=O)Nc2cccc3c2O[C@H](CN(C)S(=O)(=O)c2cccs2)[C@H](C)CN([C@H](C)CO)C3=O)cc1	i
C[C@@H]1CN([C@@H](C)CO)C(=O)c2cc(NC(=O)c3ccncc3)ccc2O[C@@H](C)CCCCO[C@@H]1CN(C)C(=O)Cc1ccccc1	i
COc1ccc(C)cc1S(=O)(=O)N1CCCC(C(N)=O)C1 (configuration not stated)	i
Cc1ccc(S(=O)(=O)Nc2cccc3c2O[C@H](CN(C)C(=O)Nc2ccc4c(c2)OCO4)[C@@H](C)CN([C@@H](C)CO)C3=O)cc1	i
C[C@H]1CN([C@@H](C)CO)C(=O)c2cc(NC(=O)NC3CCCCC3)ccc2O[C@@H]1CN(C)Cc1ccc(C(=O)O)cc1	i
C[C@H]1CN([C@@H](C)CO)C(=O)c2cc(NS(C)(=O)=O)ccc2O[C@@H]1CN(C)C(=O)NC1CCCCC1	i
Cc1noc(C)c1NC(=O)N(C)C[C@H]1OCCCC[C@@H](C)Oc2ccc(NS(=O)(=O)c3cccs3)cc2C(=O)N([C@H](C)CO)C[C@H]1C	i
COc1ccc(S(=O)(=O)N(C)C[C@H]2Oc3ccc(NC(=O)Cc4ccccc4)cc3C(=O)N([C@@H](C)CO)C[C@@H]2C)cc1	i
C[C@@H]1CN([C@@H](C)CO)C(=O)c2cc(N(C)C)ccc2O[C@H]1CN(C)S(=O)(=O)c1cn(C)cn1	i
C[C@@H]1CN([C@H](C)CO)C(=O)c2cc(NC(=O)C3CC3)ccc2O[C@H]1CN(C)C	i
Cc1noc(C)c1S(=O)(=O)Nc1ccc2c(c1)C(=O)N([C@H](C)CO)C[C@H](C)[C@@H](CN(C)C(=O)CCC(F)(F)F)OCCCC[C@H](C)O2	i
COc1ccc(S(=O)(=O)N(C)C[C@@H]2Oc3c(NC(=O)NC4CCCCC4)cccc3C(=O)N([C@H](C)CO)C[C@H]2C)cc1	i
O=C(NCc1ccco1)c1cccnc1-c1nc2ccccc2s1	i
C[C@H]1CN([C@@H](C)CO)C(=O)c2cc(NC(=O)NC3CCCCC3)ccc2O[C@H]1CN(C)C	i
C[C@@H]1CCCCO[C@H](CN(C)C(=O)C2CCCCC2)[C@@H](C)CN([C@@H](C)CO)C(=O)c2cc(NC(=O)Nc3ccccc3)ccc2O1	+
CC(C)NC(=O)Nc1ccc2c(c1)CC(=O)N([C@@H](C)CO)C[C@@H](C)[C@@H](CN(C)S(=O)(=O)c1ccccc1)O2	i
C[C@H](CO)N1C[C@H](C)[C@H](CN(C)Cc2ccncc2)Oc2c(NC(=O)Nc3ccc(F)cc3)cccc2C1=O	i
C[C@H](CO)N1C[C@H](C)[C@@H](CN(C)S(=O)(=O)c2ccccc2)OCCCC[C@H](C)Oc2ccc(N(C)C)cc2C1=O	i
C[C@H](CO)N1C[C@H](C)[C@@H](CN(C)C(=O)c2ccncc2)OCCCC[C@H](C)Oc2ccc(NC(=O)Cc3ccccc3)cc2C1=O	i
CC(=O)CCC1C2C(O)C(C(C)C)C(OC(=O)/C=C/c3ccccc3)CC12C (configuration not stated)	i
C[C@H](CO)N1C[C@H](C)[C@H](CN(C)C(=O)NC2CCCC2)Oc2ncc(/C=C/c3ccccc3)cc2C1=O	i
C[C@H]1CN([C@@H](C)CO)C(=O)c2cccc(NC(=O)C3CCOCC3)c2O[C@@H]1CN(C)C(=O)Nc1ccc2c(c1)OCO2	i
O=C(Cn1c(=O)oc2ccccc21)Nc1ccc(C(=O)O)cc1	i
COc1ccc(S(=O)(=O)N(C)C[C@H]2Oc3ccc(NC(=O)Cc4ccccc4)cc3CC(=O)N([C@H](C)CO)C[C@H]2C)cc1	i
O=C(O)C1=C[C@@H](c2ccc(C(F)(F)F)cc2)C[C@@H](OCc2ccc(CO)cc2)O1	i
C[C@@H]1CN([C@@H](C)CO)C(=O)CCCn2nncc2CO[C@H]1CN(C)C(=O)Nc1ccccc1C(F)(F)F	i
CC(C)(C)C1CCc2c(sc(NC(=O)CSc3nnc(-c4ccccc4)o3)c2C#N)C1 (configuration not stated)	i
C[C@H](CO)N1C[C@H](C)[C@@H](CN(C)C(=O)Nc2ccc(F)cc2)Oc2ccc(NS(=O)(=O)c3ccc(Cl)cc3)cc2C1=O	i
C[C@H]1CN([C@@H](C)CO)C(=O)c2cc(NC(=O)Nc3ccccc3)ccc2O[C@@H]1CN(C)C(=O)Nc1ccccc1	i
COc1ccc(NC(=O)Nc2cccc3c2O[C@@H](CN(C)C)[C@H](C)CN([C@H](C)CO)C3=O)cc1	i
Cc1ccc(S(=O)(=O)N[C@@H](Cc2ccccc2)C(=O)NCCn2cc(-c3ccccc3N)nn2)cc1	i
C[C@@H]1CN([C@@H](C)CO)C(=O)c2cc(NS(=O)(=O)c3cn(C)cn3)ccc2O[C@@H](C)CCCCO[C@@H]1CN(C)C(=O)CCCN(C)C	i
CC(C)NC(=O)Nc1ccc2c(c1)C(=O)N([C@@H](C)CO)C[C@H](C)[C@@H](CN(C)Cc1ccccc1)OCCCC[C@@H](C)O2	i
O=C(C1=C[C@H](c2coc3ccccc3c2=O)C[C@H](OCCCCO)O1)N1CCOCC1	i
Cc1noc(C)c1S(=O)(=O)N(C)C[C@@H]1OCCCC[C@H](C)Oc2ccc(NC(=O)NC(C)C)cc2C(=O)N([C@H](C)CO)C[C@@H]1C	i
Cc1ccc(NC(=O)c2cccc(NC(=O)CCC(=O)O)c2)cc1C	i
COc1ccc2c(c1O)CN(C)CCc1cc3c(cc1C(=O)C2)OCO3	i
CC(C)NC(=O)Nc1ccc2c(c1)CC(=O)N([C@@H](C)CO)C[C@H](C)[C@@H](CN(C)C(=O)Nc1cccc3ccccc13)O2	i
C[C@H](CO)N1C[C@H](C)[C@@H](CN(C)Cc2ccc(C(=O)O)cc2)Oc2c(NC(=O)Nc3ccc(C(F)(F)F)cc3)cccc2C1=O	i
C[C@@H]1CN([C@H](C)CO)C(=O)c2cccc(NS(=O)(=O)c3cccs3)c2O[C@H]1CN(C)C	i
CC(C)NC(=O)N(C)C[C@@H]1OCCCC[C@@H](C)Oc2ccc(NC(=O)Nc3cccc4ccccc34)cc2C(=O)N([C@@H](C)CO)C[C@H]1C	i
COc1ccc(C#Cc2cnc3c(c2)C(=O)N([C@H](C)CO)C[C@H](C)[C@H](CN(C)S(=O)(=O)c2ccccc2)O3)cc1OC	i
Cn1c(COc2ccccc2)nnc1SCc1nc2ccccc2c(=O)[nH]1	i
C[C@H]1O[C@@H](O[C@H]2CC[C@@]3(C)C(CC[C@]4(C)C3CC=C3C5CC(C)(C)CC[C@]5(C(=O)O)CC[C@]34C(=O)O)C2(C)C)[C@H](O)[C@@H](O)[C@@H]1O (some centres not stated)	i
Cc1noc(C)c1S(=O)(=O)Nc1ccc2c(c1)CC(=O)N([C@@H](C)CO)C[C@@H](C)[C@@H](CN(C)Cc1ccc(C(F)(F)F)cc1)O2	i

Not all compounds are listed, so the mix of outcomes need not match the whole.
